# TcdB inh – blocks C. difficile toxin B glycohydrolase activity | inhibition, % at 9.99 µM | TcdB glycohydrolase enzymatic assay, plate reader | 350,000 compounds, 0.24% hits | AID 652162; in the data active = inhibition above about 10%
# Target sequence (P18177 whole entry, looked up): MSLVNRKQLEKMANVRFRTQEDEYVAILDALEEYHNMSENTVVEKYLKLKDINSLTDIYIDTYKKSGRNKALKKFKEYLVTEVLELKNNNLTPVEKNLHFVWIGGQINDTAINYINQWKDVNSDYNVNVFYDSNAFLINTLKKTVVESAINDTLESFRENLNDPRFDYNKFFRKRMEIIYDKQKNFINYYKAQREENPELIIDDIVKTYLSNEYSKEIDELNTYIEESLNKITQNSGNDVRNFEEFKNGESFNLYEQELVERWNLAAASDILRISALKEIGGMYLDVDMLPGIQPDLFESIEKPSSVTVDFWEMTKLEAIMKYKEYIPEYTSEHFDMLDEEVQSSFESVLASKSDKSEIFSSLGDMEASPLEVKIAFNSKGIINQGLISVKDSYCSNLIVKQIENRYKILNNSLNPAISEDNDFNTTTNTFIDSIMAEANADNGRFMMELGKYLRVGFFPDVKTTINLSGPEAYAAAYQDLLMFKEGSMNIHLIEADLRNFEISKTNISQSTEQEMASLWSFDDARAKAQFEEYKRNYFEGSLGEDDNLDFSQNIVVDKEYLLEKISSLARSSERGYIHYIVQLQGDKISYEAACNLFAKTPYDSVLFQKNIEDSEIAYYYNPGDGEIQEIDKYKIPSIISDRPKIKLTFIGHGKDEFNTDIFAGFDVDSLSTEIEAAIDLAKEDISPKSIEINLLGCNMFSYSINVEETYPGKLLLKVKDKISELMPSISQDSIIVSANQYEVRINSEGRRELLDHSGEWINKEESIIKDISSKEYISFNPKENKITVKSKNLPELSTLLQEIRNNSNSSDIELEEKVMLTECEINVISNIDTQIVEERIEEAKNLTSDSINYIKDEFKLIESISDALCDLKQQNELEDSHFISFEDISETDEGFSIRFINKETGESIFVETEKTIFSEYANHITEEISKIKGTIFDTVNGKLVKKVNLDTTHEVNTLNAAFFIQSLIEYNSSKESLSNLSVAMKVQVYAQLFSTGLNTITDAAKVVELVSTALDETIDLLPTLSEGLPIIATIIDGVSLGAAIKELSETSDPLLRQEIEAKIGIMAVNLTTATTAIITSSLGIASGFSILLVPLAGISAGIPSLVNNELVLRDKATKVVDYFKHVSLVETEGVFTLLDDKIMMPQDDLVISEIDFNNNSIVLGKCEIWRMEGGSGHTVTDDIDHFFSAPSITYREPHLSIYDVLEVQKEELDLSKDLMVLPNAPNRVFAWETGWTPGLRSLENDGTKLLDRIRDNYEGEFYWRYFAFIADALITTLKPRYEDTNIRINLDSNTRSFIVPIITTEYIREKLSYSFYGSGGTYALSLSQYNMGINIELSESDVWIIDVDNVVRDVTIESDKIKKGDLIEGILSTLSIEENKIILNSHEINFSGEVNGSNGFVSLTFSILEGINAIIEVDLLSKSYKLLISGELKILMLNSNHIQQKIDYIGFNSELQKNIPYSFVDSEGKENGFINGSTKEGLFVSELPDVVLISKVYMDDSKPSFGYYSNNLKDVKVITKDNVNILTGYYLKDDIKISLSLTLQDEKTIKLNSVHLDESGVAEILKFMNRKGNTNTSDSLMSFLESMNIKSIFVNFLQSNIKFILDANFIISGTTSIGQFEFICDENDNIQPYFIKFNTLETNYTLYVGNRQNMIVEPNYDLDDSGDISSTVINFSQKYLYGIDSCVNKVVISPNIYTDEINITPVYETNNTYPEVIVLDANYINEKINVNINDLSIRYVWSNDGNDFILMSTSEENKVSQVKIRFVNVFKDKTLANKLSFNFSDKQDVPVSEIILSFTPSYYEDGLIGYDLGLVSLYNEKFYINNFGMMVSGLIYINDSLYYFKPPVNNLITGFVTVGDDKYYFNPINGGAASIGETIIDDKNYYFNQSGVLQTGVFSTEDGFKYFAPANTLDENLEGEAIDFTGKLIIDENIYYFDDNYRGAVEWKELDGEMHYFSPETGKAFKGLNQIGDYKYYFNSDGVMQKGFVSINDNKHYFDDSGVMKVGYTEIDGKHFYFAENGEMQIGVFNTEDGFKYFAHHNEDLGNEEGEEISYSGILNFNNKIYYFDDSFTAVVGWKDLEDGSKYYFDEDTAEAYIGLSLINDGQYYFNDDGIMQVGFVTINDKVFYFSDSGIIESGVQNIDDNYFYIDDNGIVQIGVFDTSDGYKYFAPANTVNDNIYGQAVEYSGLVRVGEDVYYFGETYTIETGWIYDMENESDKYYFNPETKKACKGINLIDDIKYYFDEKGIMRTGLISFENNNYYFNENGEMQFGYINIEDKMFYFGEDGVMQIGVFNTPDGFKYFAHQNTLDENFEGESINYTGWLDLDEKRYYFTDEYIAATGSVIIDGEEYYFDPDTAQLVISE
# VHR inh abs – DUSP3 (human) phosphatase inhibition. P51452. recombinant VHR phosphatase, pNPP absorbance. inhibition, % at 13.3 µM. 290,000 compounds, 0.52% hits; in the data active = inhibition above about 50%; note: some compounds called inactive have numbers as strong as hits
# CCHF vOTU inh – CCHFV vOTU protease inhibition. Pep-AMC fluorescence. inhibition, % at 11.5 µM. 370,000 compounds, 0.55% hits; in the data active = inhibition above about 30%; note: 0% = vehicle wells with enzyme and 100% = no enzyme wells
# SARS 3CLpro inh – SARS-CoV 3CLpro protease inhibition; recombinant SARS-CoV 3CLpro, quenched FRET peptide cleavage; P0C6X7; AID 1706; 290,000 compounds, 0.14% hits; inhibition, % at 6 µM; in the data active = inhibition above about 12%
# Active calls of the source: *; . = not tested or not shown. A portion of the library. The share of hits here may be higher or lower than overall.
# Preview, three compounds:
Compound	TcdB inh	VHR inh abs	CCHF vOTU inh	SARS 3CLpro inh
CN1[C@@H]2Cn3c(ccc(-c4ccccc4)c3=O)[C@H]1[C@@H](C(=O)NC1CCCCC1)[C@@H]2CO	-1.2	.	.	.
C[C@@H]1CCCCO[C@H](CN(C)S(=O)(=O)c2ccc(F)cc2)[C@H](C)CN([C@H](C)CO)C(=O)c2cc(NC(=O)C3CCCCC3)ccc2O1	-0.6	.	.	.
O=C(N[C@@H]1C=C[C@@H](CC(=O)N2CCC(Cc3ccccc3)CC2)O[C@H]1CO)c1cnccn1	-0.3	.	.	.

# Main list, previewed entries included:
Compound	TcdB inh	VHR inh abs	CCHF vOTU inh	SARS 3CLpro inh
CN1[C@@H]2Cn3c(ccc(-c4ccccc4)c3=O)[C@H]1[C@@H](C(=O)NC1CCCCC1)[C@@H]2CO	-1.2	.	.	.
C[C@@H]1CCCCO[C@H](CN(C)S(=O)(=O)c2ccc(F)cc2)[C@H](C)CN([C@H](C)CO)C(=O)c2cc(NC(=O)C3CCCCC3)ccc2O1	-0.6	.	.	.
O=C(N[C@@H]1C=C[C@@H](CC(=O)N2CCC(Cc3ccccc3)CC2)O[C@H]1CO)c1cnccn1	-0.3	.	.	.
O=C(c1ccccn1)N1C[C@@H]2[C@H](c3ccccc31)[C@H](CO)N2C(=O)Cc1ccccc1	0.3	.	.	.
C[C@H](CO)N1C[C@H](C)[C@H](CN(C)Cc2ccccc2)Oc2ccc(NC(=O)CCCN(C)C)cc2C1=O	0.6	.	.	.
O=C(c1ccc(F)cc1)N1CC(=O)N2[C@@H](CO)[C@@H](c3ccc(C4=CCCC4)cc3)[C@@H]2C1	-1.4	.	.	.
C[C@@H]1CN([C@H](C)CO)C(=O)Cc2cc(NC(=O)C3CC3)ccc2O[C@H]1CN(C)CC1CC1	2.4	.	.	.
CCC(=O)Nc1ccc2c(c1)OC[C@@H](C)N(C(=O)C1CCC1)C[C@@H](C)[C@H](OC)CN(C)C2=O	0.1	.	.	.
C[C@H](CO)N1C[C@H](C)[C@H](CN(C)Cc2ccncc2)Oc2ncc(-c3cncnc3)cc2C1=O	0.1	.	.	.
C[C@@H]1CCCCO[C@H](CN(C)CC2CC2)[C@H](C)CN([C@@H](C)CO)C(=O)c2cc(NC(=O)Cc3ccccc3)ccc2O1	0.2	.	.	.
C[C@@H]1CCCCO[C@H](CN(C)C(=O)C2CCCCC2)[C@H](C)CN([C@@H](C)CO)C(=O)c2cc(NS(=O)(=O)c3cn(C)cn3)ccc2O1	0.0	.	.	.
CNC[C@@H]1OCCCC[C@@H](C)Oc2ccc(NS(=O)(=O)c3ccccc3)cc2C(=O)N([C@@H](C)CO)C[C@@H]1C	-0.1	.	.	.
CN(C)CCCNC(=O)C[C@H]1CC[C@@H]2[C@@H](COc3ccc(NC(=O)c4ccccc4F)cc3C(=O)N2C)O1	2.7	.	.	.
C[C@@H]1CN([C@H](C)CO)C(=O)c2cc(C#Cc3ccccc3F)cnc2O[C@H]1CN(C)C(=O)Cc1ccccc1	0.7	.	.	.
C[C@H](O)C#Cc1cnc2c(c1)C(=O)N([C@@H](C)CO)C[C@H](C)[C@@H](CN(C)C(=O)c1ccccc1F)O2	2.1	.	.	.
COc1ccccc1S(=O)(=O)N[C@H]1CC[C@@H](CC(=O)NCc2cc(F)cc(F)c2)O[C@H]1CO	0.3	.	.	.
C[C@H]1CN([C@@H](C)CO)C(=O)c2cccc(N(C)C)c2O[C@H]1CN(C)Cc1ccc(C(=O)Nc2ccccc2N)cc1	-2.5	.	.	.
C[C@H](CO)N1C[C@H](C)[C@H](CN(C)S(=O)(=O)c2cccs2)OCCCC[C@H](C)Oc2ccc(NS(C)(=O)=O)cc2C1=O	-1.7	.	.	.
COc1ccccc1-c1cnc2c(c1)C(=O)N([C@@H](C)CO)C[C@@H](C)[C@@H](CN(C)C)O2	-0.3	.	.	.
COc1ccc(NC(=O)Nc2cccc3c2O[C@@H](CN(C)Cc2ccc4c(c2)OCO4)[C@H](C)CN([C@H](C)CO)C3=O)cc1	1.3	.	.	.
O=C(CN1CCOCC1)N1CCCCN2[C@H](CO)[C@@H](c3ccc(-c4ccccc4)cc3)[C@H]2C1	-1.6	.	.	.
CC(=O)N(C)C[C@@H]1Oc2ncc(-c3ccc(F)cc3)cc2C(=O)N([C@@H](C)CO)C[C@@H]1C	1.4	.	.	.
Cc1ccc(S(=O)(=O)N[C@@H]2CC[C@H](CCn3cc(C4(O)CCCC4)nn3)O[C@@H]2CO)cc1	1.6	.	.	.
CCCNC(=O)N(C)C[C@@H]1Oc2cc(-c3ccccc3F)ccc2S(=O)(=O)N([C@@H](C)CO)C[C@@H]1C	0.8	.	.	.
COc1cccc(S(=O)(=O)N[C@H]2C=C[C@@H](CC(=O)NC3CCC3)O[C@@H]2CO)c1	2.1	.	.	.
C[C@@H]1CN([C@@H](C)CO)C(=O)c2cc(-c3ccncc3)cnc2O[C@H]1CN(C)C(=O)c1ccccc1F	-0.7	.	.	.
Cc1noc(C)c1NC(=O)Nc1ccc2c(c1)CC(=O)N([C@H](C)CO)C[C@@H](C)[C@H](CN(C)C(=O)Nc1c(C)noc1C)O2	0.0	.	.	.
C[C@@H]1CCCCO[C@@H](CN(C)C(=O)NC2CCCCC2)[C@@H](C)CN([C@H](C)CO)C(=O)c2cc(NC(=O)c3ccncc3)ccc2O1	0.6	.	.	.
CC(C)CC#Cc1ccc([C@@H]2[C@H](CO)N3CCCCN(S(=O)(=O)c4ccc(F)cc4)C[C@@H]23)cc1	-1.5	.	.	.
C[C@H]1CN([C@@H](C)CO)C(=O)c2cc(-c3cccc(C(=O)N(C)C)c3)cnc2O[C@@H]1CN(C)S(=O)(=O)c1cccc(F)c1	-0.4	.	.	.
COc1ccc(S(=O)(=O)N(C)C[C@@H]2OCCCC[C@H](C)Oc3ccc(NS(C)(=O)=O)cc3C(=O)N([C@H](C)CO)C[C@H]2C)cc1	0.7	.	.	.
C[C@H](CO)N1C[C@H](C)[C@@H](CN(C)Cc2ccccc2)Oc2ccc(NC(=O)Nc3ccccc3)cc2CC1=O	0.3	.	.	.
Cc1ccc(S(=O)(=O)Nc2ccc3c(c2)C(=O)N([C@H](C)CO)C[C@H](C)[C@H](CN(C)Cc2ccncc2)O3)cc1	-0.3	.	.	.
CCCNC(=O)N[C@@H]1CC[C@H](CCn2cc(C3CCCCC3)nn2)O[C@H]1CO	-1.0	.	.	.
C[C@@H]1CN([C@@H](C)CO)C(=O)c2cc(NC(=O)Nc3cccc4ccccc34)ccc2O[C@H]1CN(C)S(=O)(=O)c1ccc(Cl)cc1	0.8	.	.	.
C[C@@H]1CN([C@H](C)CO)C(=O)Cc2cc(NC(=O)Nc3ccccc3)ccc2O[C@H]1CN(C)C	-0.2	.	.	.
O=C(N[C@@H]1CC[C@@H](CCNS(=O)(=O)c2ccc(Cl)cc2)O[C@H]1CO)c1ccccn1	0.7	.	.	.
O=C(NC1CCC1)[C@@H]1[C@@H](CO)[C@@H]2Cn3c(ccc(-c4ccccc4F)c3=O)[C@@H]2N1Cc1cocn1	-0.4	.	.	.
COc1ccc2c3c(n(C)c2c1)[C@@H](CO)N(C(C)=O)CC31CCN(C(=O)C2CC2)CC1	-1.0	.	.	.
N#C[C@H]1[C@H](c2ccccc2)[C@H](CO)N1S(=O)(=O)c1cccc(F)c1	-0.7	.	.	.
O=C(C[C@H]1CC[C@@H]2[C@H](COC[C@@H](O)CN2CC2CC2)O1)NCc1ccc(Cl)cc1	-0.6	.	.	.
COc1cccc(-c2ccc([C@H]3[C@@H](C#N)N(C(=O)c4ccccn4)[C@@H]3CO)cc2)c1	0.4	.	.	.
C[C@@H]1CN([C@@H](C)CO)C(=O)Cc2cc(NS(=O)(=O)c3cccs3)ccc2O[C@H]1CN(C)C(=O)NC1CCCCC1	0.1	.	.	.
O=C(C[C@@H]1CC[C@H]2[C@@H](COC[C@@H](O)CN2C(=O)c2ccc(F)cc2)O1)NCc1cccc(F)c1	-1.0	.	.	.
COC(=O)C[C@H]1CC[C@@H](NS(=O)(=O)c2ccc(OC)cc2)[C@@H](CO)O1	-1.7	.	.	.
CCC(=O)Nc1ccc2c(c1)C(=O)N(C)C[C@@H](OC)[C@@H](C)CN(Cc1cccnc1)[C@H](C)CO2	0.2	.	.	.
O=C(Nc1ccccc1Cl)N1[C@@H](CO)[C@@H]2c3ccccc3NC[C@@H]21	0.4	.	.	.
Cc1noc(C)c1S(=O)(=O)Nc1ccc2c(c1)C(=O)N([C@H](C)CO)C[C@@H](C)[C@H](CN(C)C(=O)Nc1ccccc1)OCCCC[C@@H](C)O2	-1.2	.	.	.
O=C(c1ccc(F)cc1)N1CC(=O)N2[C@@H](CO)[C@@H](c3ccc(-c4cccnc4)cc3)[C@@H]2C1	0.6	.	.	.
C/C=C/c1ccc([C@@H]2[C@H](CO)N(CC3CCOCC3)C23CN(C(=O)COC)C3)cc1	-1.1	.	.	.
Cc1noc(C)c1NC(=O)N[C@H]1CC[C@@H](CCNC(=O)C2CC2)O[C@H]1CO	0.4	.	.	.
CO[C@@H]1CN(C)C(=O)c2cc(NC(=O)NC(C)C)ccc2OC[C@H](C)N(S(C)(=O)=O)C[C@H]1C	-1.5	.	.	.
CC(C)NC(=O)Nc1cccc2c1O[C@@H](CN(C)S(=O)(=O)c1cn(C)cn1)[C@H](C)CN([C@H](C)CO)C2=O	0.1	.	.	.
CN(C)CCCNC(=O)C[C@@H]1CC[C@H](NS(=O)(=O)c2ccc(F)cc2)[C@@H](CO)O1	-0.9	.	.	.
CCCC#Cc1ccc([C@@H]2[C@@H](CO)N3CCCCN(C(=O)NC4CCCC4)C[C@H]23)cc1	0.2	.	.	.
O=C(C[C@@H]1C[C@@H]2c3cc(NC(=O)NC4CCCCC4)ccc3O[C@@H]2[C@H](CO)O1)NCc1ccncc1	0.3	.	.	.
C[C@H](CO)N1C[C@H](C)[C@@H](CN(C)S(=O)(=O)c2ccc(F)cc2)Oc2ccc(NC(=O)Nc3ccc(F)cc3)cc2CC1=O	2.8	.	.	.
Cc1cccc(N2CCCn3c2nc2c3c(=O)n(CC(=O)OCc3ccccc3)c(=O)n2C)c1	.	9	-5	.
COc1ccc(-c2ccc(-c3noc(-c4ccc(OC)c(OC)c4)n3)c(OC)n2)cc1	.	12	-19	.
COc1cccc(Cn2c(NCc3ccccn3)nc3c2c(=O)n(C)c(=O)n3C)c1	.	.	-1	1

# Further records.
Compound	TcdB inh	VHR inh abs	CCHF vOTU inh	SARS 3CLpro inh
COc1ccc(N2CCCn3c2nc2c3c(=O)n(CCCc3ccccc3)c(=O)n2C)cc1	.	.	0	-5
CCOC(=O)C1CCN(CC(=O)Nc2c(C(=O)OC)[nH]c3ccccc23)CC1	.	28	19	-1
COc1ccccc1C(=O)Nc1cccc(-c2cn3ccsc3n2)c1	.	12	18	-7
c1ccc(-c2nc(-c3cccnc3)n[nH]2)cc1	.	28	-9	-1
CC(=O)C1=C(O)C(=O)N(Cc2cccnc2)C1c1ccc(C)cc1 (stereo not given)	.	9	16	-2
CC1=CC2=NC(=O)/C(=C\c3ccc(-c4ccc(Cl)cc4)o3)C(=N)N2O1	.	13	4	1
COCCn1c(-c2ccc(Cl)cc2)nc2c(c(=O)c3ccccc3n2C)c1=O	.	10	1	4
COc1ccc(Cc2nnc(NC(=O)CSc3ccc(Cl)cc3)s2)cc1OC	.	17	-5	-4
COc1cccc(-c2nnc(N(C)C(=O)c3ccno3)s2)c1	.	36	-5	-4
COc1cccc(-c2cc(C(=O)Nc3ccc4c(c3)OCCO4)c3ccccc3n2)c1	.	0	6	1
Cc1ccc(C(=O)Nc2cc(Cl)ccc2OC(=O)c2ccc(C)cc2)cc1	.	9	-1	1
COC(=O)c1c(NC(=O)CN2CCC(C)CC2)c2c(C)cccc2n1C	.	25	5	2
Cc1occc1-c1nnc(SCC(=O)N2CCN(c3ccccc3F)CC2)n1C	.	9	3	-6
Cc1ccc(OCCN2CCN(CC(O)Cn3c4ccccc4c4ccccc43)CC2)cc1 (stereo not given)	.	5	5	-4
CN(C(=O)c1c(Br)cnn1C)C12CC3CC(CC(C3)C1)C2	.	-1	-7	-1
COc1cc(C2CC(=O)N3CN(c4ccccc4C)CSC3=C2C#N)cc(OC)c1OC (stereo not given)	.	18	7	3
CC(=O)Nc1ccc(NC(=O)Cn2cc3c(n2)CCC(C)C3)cc1 (stereo not given)	.	0	-10	1
COc1ccccc1-c1c(NC(=O)c2ccco2)n(-c2ccccc2)nc(C)c1=O	.	11	1	-2
O=C(NCCN1CCOCC1)c1cc(Cl)ccc1[N+](=O)[O-]	.	-9	-4	-1
Cc1ccc(C2(C(F)(F)F)N=C3Sc4cc(C)ccc4N3C(=O)N2)cc1 (stereo not given)	.	7	-4	4
O=C(CSC1=NC(=O)C(Cc2ccccc2)C(=O)N1)Nc1ncccn1 (stereo not given)	.	8	0	-1
CCCOc1ccc(/C=N/NC(=S)Nc2ccccc2[N+](=O)[O-])c(O)c1	.	-10	11	9
Cc1cc2ncn(/N=C/c3cc(Br)ccc3O)c2cc1C	.	10	9	3
COc1nc(NC(C)=O)nc(C)c1Br	.	7	1	-1
COc1cccc(Cn2c(C3CC3)nc3ccc(NC(=O)c4ccco4)cc3c2=O)c1	.	27	13	-1
O=C(Nc1nccs1)c1c(O)c2cccc3c2n(c1=O)CCC3	.	56*	5	-8

# Bioassay records: PubChem BioAssay, several laboratories
